MCF10A rereplic: induces DNA re-replication in MCF 10a normal breast cells | Potency, µM (series often up to 46.1 µM), without a hit: at the top dose activity, positive = re-replication, usual class: activators | MCF 10A DNA re-replication, Hoechst nuclear intensity, 48 h | AID 624296 | hit rate 2.9% among 350,000; further: potency means the concentration at half of the fitted maximal effect; % of control where 0% means no effect; nearly all actives have a fitted effect of over 50% in size
ATXN2 expr inh: ATXN2 expression inhibition. HEK-293 ATXN2-luciferase reporter, luminescence, 24 h. Potency, µM (top dose mostly 57 µM), without a hit: at the top dose activity change, negative = inhibition, actives largely listed as inhibitors. hit rate 0.72% among 360,000. AID 1745845; further: potency means the concentration at half of the fitted maximal effect; on the % scale 0 is the no-effect control and ±100 the full control effect; nearly all actives have a fitted effect of over 55% in size
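ATXN2-luciferase reporter cells (luciferase flanked by upstream and downstream ATXN2 gene portions) were treated 24 h at 37 °C with compounds at up to 57 uM. SteadyGlo luminescence gave expression; GF-AFC fluorescence gave viability.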
IL-1B inflam inh: blocks inflammasome-driven IL-1 beta release | activity change, % at 57.5 µM | THP-1 LPS/ATP IL-1B secretion, AlphaLISA, 16 h; stronger effect = lower value | hit rate 4.7% among 360,000; in the data active means activity change below about -50%; inconclusive means mostly about -30% to -49%; further: on the % scale 0 is the no-effect control and ±100 the full control effect
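THP-1 cells pretreated 1 hr with compounds (up to 57.5 uM final), then stimulated with LPS (250 ng/mL final) plus ATP (1.25 mM final); secreted IL-1B measured by AlphaLISA after 16 hr, decreased signal indicating inhibition.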
S2 tox: cell viability loss in ATXN counter-screen. S2 cells (HEK-293 line with an ATXN2-luciferase reporter) viability, CellTiter-Fluor protease fluorescence, 24 h. Potency, µM (highest dose often 56.7 µM), usual class: cytotoxic. hit rate 0.49% among 400,000. AID 651635; further: potency means the concentration at half of the fitted maximal effect; nearly all actives have a fitted effect of over 40% in size
Nrf2 activator: Nrf2 pathway activation; AID 624171; Potency, µM (titrated, usually from 46.1 µM), inactives show at the top dose activation, hits mostly activators; hit rate 0.31% among 410,000; AREc32 ARE-luciferase reporter (MCF7-derived line), luminescence, 24 h; further: potency means the concentration at half of the fitted maximal effect; % of control where 0% means no effect; nearly all actives have a fitted effect of over 65% in size
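Nrf2 activation is followed as ARE-luciferase induction in the AREc32 line after one day of compound treatment; luminescence is read with Steady-Glo.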
A549 tox: kills or reduces viability of A549 cells in Nrf2 counter-screen | A549 ARE-Fluc cells, CellTiter-Fluor viability, 18-24 h | Potency, µM (titrated, usually from 46 µM), inactives show at the top dose activity change, negative = cytotoxicity, usual class: inhibitors | hit rate 0.16% among 390,000 | AID 504648; further: potency means the concentration at half of the fitted maximal effect; on the % scale 0 is the no-effect control and ±100 the full control effect
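A549 ARE-Fluc cells in 5% FBS OPTI-MEM, 5000 cells/well, rested 2 h then exposed to compounds in concentration-response for 18-24 h at 37 °C. Viability by CellTiter-Fluor fluorescence (Ex 405/Em 525) after 30 min; luciferase luminescence (BugLite, 15 min, RT) read afterwards.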
TGFb SMAD3 inh: TGF-b pathway inhibition; hit rate 1.2% among 410,000; Potency, µM (titrated, usually from 46.1 µM), inactives show at the highest dose activity, negative = inhibition, usual class: inhibitors; AID 588855; HepG2 CAGA-GFP TGF-b/SMAD3 reporter, GFP fluorescence, 18 h; TGF-beta stimulated, 500 pg/mL final; further: potency means the concentration at half of the fitted maximal effect; on the % scale 0 is the no-effect control and ±100 the full control effect; nearly all actives have a fitted effect of over 65% in size
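Inhibition of TGF-beta-driven CAGA-GFP reporter expression in HEPG2 cells is measured by cellular GFP fluorescence after 18 h stimulation with 500 pg/mL recombinant TGF-beta in 1% FBS medium at 37 degrees C.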
Nrf2 inh: inhibitors of Nrf2 signaling | A549 ARE-Fluc reporter, luciferase luminescence, 18-24 h | Potency, µM (doses to about 46 µM), without a hit: top-dose activity change, negative = inhibition, hits mostly inhibitors | AID 504444 | hit rate 2.1% among 360,000; further: potency means the concentration at half of the fitted maximal effect; on the % scale 0 is the no-effect control and ±100 the full control effect; nearly all actives have a fitted effect of over 60% in size
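Reporter: ARE-Fluc in A549. Exposure: 18-24 h, 37 °C, 5% CO2, 5% FBS OPTI-MEM. Readouts: fluorescent cytotoxicity (CellTiter-Fluor), then luminescent Nrf2 signal after BugLite.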
HepG2 tox: HepG2 cytotoxicity, counter-screen for TGF-b inhibitors; HepG2 CAGA-GFP viability, ATP luminescence, 18 h; Potency, µM (top dose mostly 46.1 µM), for the others: at the top dose activity change, negative = cytotoxicity, usual class: cytotoxic; hit rate 0.76% among 410,000; AID 588856; further: potency means the concentration at half of the fitted maximal effect; some results filed as inactive show a strong effect at the top dose
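HepG2 CAGA-GFP cells (1000/well, DMEM with 1% FBS) received compound, then TGF-beta at 500 pg/mL final, and were incubated 18 hours at 37 degrees C. Viability was read by CellTiter-Glo luminescence. Media-only wells were set as complete cell-killing and DMSO as no toxicity.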
Starred values were filed as active, the others as inactive; i = inactive; ? = inconclusive; nt = no result given; & = joins results of further samples; [ ] = another dose, or the depositor's remark. Unless noted, the call rests on the fitted dose curve; in most records, active means well fitted curve in the direction sought with a large enough effect; inconclusive means small, poorly fitted or top-dose-only effect, or another doubt; inactive means no such curve, though single readings can be large; an effect the other way counts as inactive or inconclusive.

[1] CCCCCCN1C[C@@H](n2cc(COC(=O)c3ccccc3)nn2)[C@H](O)C[C@@H]1c1ccc(Cl)cc1
[2] CCOc1ccc(C(=O)Cn2cnnc2C#N)cc1
[3] Cc1nc(-c2ccccc2)nc2[nH]c(C(C)C)cc(=O)c12
[4] Cc1c(C(=O)N2CCCC2)oc2c1-c1nn(CC(=O)NCCCOC(C)C)cc1CC2
[5] CCOc1ccc(C(=O)NCC(=O)Nc2ccc(N3CCOCC3)cc2)cc1OCC
[6] COC(=O)[C@H]1C[C@H]1[C@@H](NC(=O)c1ccc[nH]1)c1ccccc1
[7] CCSCc1nnc(SCC(=O)Nc2cccc(SC)c2)n1C
[8] O=C(O)CC(C(=O)O)C(=Cc1ccccc1)c1ccccc1 (stereo not given)
entry no.	1	2	3	4	5	6	7	8
MCF10A rereplic	nt	-2%	9.2µM*	-4%	-1%	?	-1%	nt
ATXN2 expr inh	?	-25%	-2%	-28%	29%	10%	5%	nt
IL-1B inflam inh	-17	-10	-18	9	-7	52	12	-8
S2 tox	32µM*	i	i	i	i	i	i	i
Nrf2 activator	4.9%	3.5%	22%	1.3%&3.6%	0.2%	0.3%	0.2%	0.1%
A549 tox	nt	0%	12%	-1%&2%	0%	5%&2%	-4%	nt
TGFb SMAD3 inh	17%	1%	5%	-3%&-18%	17%	9%&-1%	-8%	-8%
Nrf2 inh	nt	-6%	?	-12%&-20%	18%	-8%&-5%	2%	nt
HepG2 tox	1%	-1%	-4%	0%&-9%	3%	-1%&-32%	-11%	-10%

[9] O=C1[C@H](c2ccccc2)[C@@H](c2ccccc2)N1c1ccncc1
[10] Cc1ccc(CNC(=O)Cn2cncn2)cc1
[11] CCCCN(CC)C(=O)c1c[nH]c2ccc(S(=O)(=O)Nc3cccc(OC)c3)cc2c1=O
[12] CCOCCCNC(=O)C1(O)c2ccccc2NC(=O)N1c1ccc(C)c(C)c1 (stereo not given)
[13] COc1ccccc1CNC(=O)COC(=O)C1CC1
[14] CC(=O)Nc1ccc(NC(=O)CSc2nc(=O)n(Cc3cccnc3)c3c2CCC3)cc1
[15] O=C(O)COc1ccccc1/C=N/NC(=O)CSc1nc2ccccc2n1Cc1ccccc1Cl
[16] CCCc1cc(=O)oc2c(C)c(OC(C)C(=O)NCC(O)c3ccccc3)ccc12 (stereo not given)
entry no.	9	10	11	12	13	14	15	16
MCF10A rereplic	12%	-2%	nt	3%	-1%	-3%	?	-1%
ATXN2 expr inh	-10%	1%	4%	nt	nt	5%	-10%	-10%
IL-1B inflam inh	-24	2	nt	2	-7	0	-4	-15
S2 tox	i	i	i	i	i	i	i	i
Nrf2 activator	11%	0.2%	-0.9%	-0.7%	0.0%	0.0%	-0.4%	-0.6%
A549 tox	7%	-4%	0%	2%	2%	-3%	-4%	-8%
TGFb SMAD3 inh	5%	9%	2%	8%	21%	-3%	0%	12%
Nrf2 inh	1%	13%	-20%	2%	8%	5%	-15%	-6%
HepG2 tox	-21%	-18%	5%	15%	24%	-1%	22%	3%

[17] COc1cccc(C(CNC(=O)C2CCN(C(=O)Nc3ccccc3)CC2)N(C)C)c1 (stereo not given)
[18] CCCOC(=O)c1ccc(NC(=O)CN(C)Cc2cccs2)cc1
[19] CCN1/C(=C/c2ccc3ccc(C)cc3[n+]2CC)Sc2ccccc21
[20] C=C1CCC2C(C)(C)[C@H](O)CC[C@@]2(C)[C@@H]1COc1cc(=O)oc2ccccc12 (stereo not given in full)
[21] CCOC(=O)c1c(NC(=O)CSc2nc(-c3ccccc3)cc(C(F)(F)F)n2)sc(C)c1C
[22] CC(OC(=O)c1cc(=O)[nH]c2ccccc12)C(=O)NC1CCCC1 (stereo not given)
[23] O=C1COc2ccc(S(=O)(=O)N3CCCCC3)cc2N1
[24] Cc1onc(-c2ccccc2)c1C(=O)n1nnc2ccccc21
entry no.	17	18	19	20	21	22	23	24
MCF10A rereplic	-4%	-7%	4%	?	nt	3%	16%	?
ATXN2 expr inh	8%	0%	?	?	2%	-2%	nt	-24%
IL-1B inflam inh	-9	-1	-101*	-13	nt	3	-3	28
S2 tox	i	i	?	?	i	i	i	?
Nrf2 activator	-0.1%	0.7%	2.2%	-1.9%	0.1%	-0.2%	0.1%	-0.6%
A549 tox	0%	-11%	?	?	-1%	-1%	0%	0%
TGFb SMAD3 inh	-14%	-13%	64%[activator]	?	2%	6%	2%	0%
Nrf2 inh	9%	-18%	13µM*	?	5%	-15%	-9%	9%
HepG2 tox	-7%	-14%	-34%	-87%	0%	-49%	-1%	9%

Continued.
Second line of a record: MCF10A rereplic	ATXN2 expr inh	IL-1B inflam inh	S2 tox	Nrf2 activator	A549 tox	TGFb SMAD3 inh	Nrf2 inh	HepG2 tox
25) COc1ccc(NC(=O)CSc2nnc(N)s2)cc1
    -1%	6%&8%	25	?	0.3%&0.1%	-5%&2%	-12%&6%	8%&14%	2%&0%
26) CCn1c(CN2CCOCC2)nnc1SCC(=O)Nc1ccc(C)cc1
    4%	-3%	13	i	-1.5%	-4%	6%	-3%	1%
27) CC(Oc1ccc(C(=O)c2ccccc2)cc1)C(=O)N1CCOCC1 (stereo not given)
    2%	-4%	18	i	-0.7%	-2%	3%	6%	-8%
28) CCCC1=Nc2cc(C(=O)N3CCCC3)ccc2Sc2ccc(C)cc21
    ?	-9%	12	i	0.1%	-14%	-8%	-25%	-7%
29) COc1ccc(C(=O)C(OC(=O)c2ccccc2)c2ccccc2)cc1 (stereo not given)
    6%	60%[activator]	0	i	0.3%	3%	15%	?	5%
30) Brc1cc2c(cc1/C=N/Nc1nc3ccccc3s1)OCO2
    13µM*	7%	7	?	?	-13%	-9%	?	-31%
31) COC(=O)c1ccc(CNC(=O)COC(=O)CNS(=O)(=O)c2ccc(C)cc2)cc1
    nt	nt	-10	i	-1.9%	nt	3%	nt	-18%
32) CCc1ccc(NC(=O)CSc2nc3ncccc3[nH]2)cc1
    nt	nt	nt	nt	6.8%	-1%	-26%	?	-28%
33) N#CCSc1ccccc1NC(=O)COC(=O)CCN1C(=O)C2CC=CCC2C1=O (stereo not given)
    -1%	8%	18	i	0.0%	10%	4%	16%	-27%
34) O=C(N/C(=C/c1ccc(Cl)cc1)C(=O)N1CCCC1)c1ccccc1
    -1%	8%	3	i	-0.6%	-2%	-14%	0%	-1%
35) COc1ccc(C(=O)N2CC(=O)Nc3ccc(C)cc3C2c2ccccc2)cc1 (stereo not given)
    -3%	-16%	4	?	0.5%	-18%	0%	3%	1%
36) COC(=O)c1cc(S(=O)(=O)N2CCN(c3ccccc3F)CC2)c[nH]1
    11%	-16%	26	i	-0.2%	0%	-10%	?	-5%
37) O=c1oc(CCO)cc2ccc(-c3ccc4[nH]ccc4c3)cc12
    -11%	90%[activator]	-1	i	18%	1%	-1%	23%	0%
38) O=C(CSc1nnc(Cc2cccs2)n1C1CCCCC1)N1CCCc2ccccc21
    ?	8%	-11	i	2.4%	3%	-1%	-1%	-39%
39) N#CC1=C(N)N(c2ccc(Oc3ccccc3)cc2)C(=O)C1
    0%	19%	-20	i	0.1%	-11%	-6%	?	0%
40) CCOC(=O)c1c(NC(=O)CN2CCN(c3cccc(Cl)c3)CC2)sc(C)c1C
    5%	8%	29	i	-0.6%	-2%	-1%	-3%	0%
41) CCN1CNC(=S)N(c2ccccc2OC)C1
    -7%	-3%	11	i	-0.4%	1%	0%	4%	6%
42) Cc1ccc(CNC(=O)Nc2ccc3c(c2)N(C)C(=O)CS3)cc1
    18%	35%	0	i	5.7%	1%	4%	?	-15%
43) Cc1c(-c2ccccc2)cn2c1-c1ccc(C)n1CC2
    1%	-7%	-22	i	0.7%	-7%	0%	-3%	-14%
44) CC1(C)CC(=O)c2cnc(N3CCN(c4ccccc4)CC3)nc2C1
    4%	-11%	-15	i	0.0%	-7%	-10%	-18%	-1%

Of the compounds above, 4 have two or more sulfur atoms:
Second line of a record: MCF10A rereplic	ATXN2 expr inh	IL-1B inflam inh	S2 tox	Nrf2 activator	A549 tox	TGFb SMAD3 inh	Nrf2 inh	HepG2 tox
7) CCSCc1nnc(SCC(=O)Nc2cccc(SC)c2)n1C
    -1%	5%	12	i	0.2%	-4%	-8%	2%	-11%
21) CCOC(=O)c1c(NC(=O)CSc2nc(-c3ccccc3)cc(C(F)(F)F)n2)sc(C)c1C
    nt	2%	nt	i	0.1%	-1%	2%	5%	0%
25) COc1ccc(NC(=O)CSc2nnc(N)s2)cc1
    -1%	6%&8%	25	?	0.3%&0.1%	-5%&2%	-12%&6%	8%&14%	2%&0%
38) O=C(CSc1nnc(Cc2cccs2)n1C1CCCCC1)N1CCCc2ccccc21
    ?	8%	-11	i	2.4%	3%	-1%	-1%	-39%

Other compounds follow.
Second line of a record: MCF10A rereplic	ATXN2 expr inh	IL-1B inflam inh	S2 tox	Nrf2 activator	A549 tox	TGFb SMAD3 inh	Nrf2 inh	HepG2 tox
45) CC(C)(C)S(=O)c1cccs1 (stereo not given)
    -3%	2%	1	i	0.3%	-6%	0%	-1%	14%
46) COCCCNC(=O)CSC1=Nc2ccccc2C2=NC(CCC(=O)NCc3ccccc3OC)C(=O)N12 (stereo not given)
    nt	nt	nt	nt	0.4%	0%	-27%	nt	-17%
47) Cc1cc(F)ccc1S(=O)(=O)N1CCCOC1CNC(=O)C(=O)NC1CCCC1 (stereo not given)
    6%	-12%	30	i	0.1%	0%	1%	-9%	4%
48) CCOc1ccc(N2C(=O)CSC23CCCCC3)cc1
    -4%	-10%	-14	i	-0.6%	-15%	0%	-10%	-11%
49) O=C(CN1C(=O)C2CC=CCC2C1=O)Nc1ccccc1N1CCCC1 (stereo not given)
    -4%	-6%	3	i	-0.6%	16%	5%	34%	-58%
50) CC(=O)C1=C(O)C(=O)N(Cc2ccccc2)C1c1ccc(Br)cc1 (stereo not given)
    -3%	-15%	22	i	-0.3%	8%	0%	6%	13%
